From PubChem BioAssay
KKLEB tox – counter-screen for CF NF-kB inhibitors: cytotoxicity. KKLEB CF airway cells viability, ATPlite luminescence, overnight; active compounds read low; cells stimulated with P. aeruginosa culture filtrate. activity change (cytotoxicity), % at 5 µM. 360,000 compounds, 0.36% hits;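 active means corrected activity change at or below -50% at 5 µM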
TROY NFkB inh – blocks TROY-dependent signaling in reporter cells; inhibition, % at 10 µM; Q293 LMP1-TROYcd NF-kB luciferase reporter, 4 h; 360,000 compounds, 0.98% hits;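 active means compounds whose plate-normalised and pattern-corrected inhibition of the luciferase reporter signal at the single screening dose is 50% or more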
CF NFkB inh – blocks PAF-induced NF-kB reporter in cystic fibrosis cells | 360,000 compounds, 0.86% hits | KKLEB NF-kB-GFP reporter, GFP fluorescence overnight | inhibition, % at 5 µM;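 active means at least 50% inhibition at 5 µM, scaled per plate between neutral and stimulator controls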;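 further: PAF is a Pseudomonas aeruginosa culture filtrate used as stimulus; plate controls were PAF-stimulated DMSO wells for no effect and unstimulated DMSO wells for full effect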
NR2E3 ag-1 – human photoreceptor-specific nuclear receptor agonism; CHO-S Gal4-NCOR/VP16-NR2E3 two-hybrid, luciferase; 360,000 compounds, 0.35% hits; AID 602229; inhibition of corepressor binding, % at 3.98 µM; Q9Y5X4;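 active means inhibition above the mean of all tested compounds plus 3 SD, cut at about 70% in these data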;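 further: 0% = DMSO with NR2E3 transfected cells and 100% = cells lacking NR2E3 construct; higher means lower luciferase signal from less NR2E3 corepressor binding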
Target sequence (Q9Y5X4 whole entry, looked up, the tested form may be a part): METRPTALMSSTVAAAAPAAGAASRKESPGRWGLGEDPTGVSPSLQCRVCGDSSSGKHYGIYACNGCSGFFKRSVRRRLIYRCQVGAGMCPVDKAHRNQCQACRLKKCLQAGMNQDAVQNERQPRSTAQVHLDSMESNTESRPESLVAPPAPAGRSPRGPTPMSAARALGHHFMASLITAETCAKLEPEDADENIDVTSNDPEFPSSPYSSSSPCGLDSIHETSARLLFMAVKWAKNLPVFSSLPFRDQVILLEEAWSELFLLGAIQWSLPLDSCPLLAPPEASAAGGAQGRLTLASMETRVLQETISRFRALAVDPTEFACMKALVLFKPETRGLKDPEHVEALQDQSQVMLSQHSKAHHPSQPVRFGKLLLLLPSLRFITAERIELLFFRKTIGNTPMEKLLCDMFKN
TWEAK Fn14 block – blocks TWEAK-Fn14 interaction in a reporter cell assay. TWEAK-stimulated Fn14 reporter cells, luciferase luminescence, 8 h. inhibition, % at 10 µM. 360,000 compounds, 2% hits. AID 1159606; in the data active means inhibition above about 50%
HIF-2a block – HIF-2a inhibition. 786-0 RCC cells HIF-2a reporter, luciferase luminescence, overnight. inhibition, % at 18.8 µM. 360,000 compounds, 0.72% hits;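 active means inhibition of the luminescence signal of 40% or more relative to plate controls, in a single-dose primary screen at 18.75 µM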
Peg3 promoter – inhibitors of Peg3 promoter | inhibition, % at 20 µM | AID 588405 | 360,000 compounds, 1.7% hits | HeLa PEG-Prom luciferase reporter, luminescence, overnight;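 active means inhibition of at least 50% at 20 µM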
Shn3 inh set2 – inhibitors of Schnurri-3 3'UTR reporter in osteoblasts; Clone20 osteoblast Shn3 3'UTR firefly luciferase, 24 h; inhibition, % at 12.5 µM; 360,000 compounds, 0.52% hits; AID 588674;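 active means mean inhibition of at least 75% with every replicate also reaching 75%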;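 further: 0% = median of neutral control wells and 100% = pilot-screen positive control compound; some compounds past the cut are filed as inactive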
MITF TRPM1 inh – reduces MITF-dependent TRPM1 promoter luciferase signal; SK-MEL-5 TRPM1 promoter luciferase, 24 h; inhibition, % at 12.5 µM; 330,000 compounds, 0.83% hits;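 active means mean inhibition across replicates of 60% or more, whatever share of single replicates reaches that level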; further: values of inactives mirror those of a sister screen read the other way
NR2E3 ag-2 – agonists of human nuclear receptor NR2E3 | Q9Y5X4 | GST-NR2E3/biotin-RetCOR TR-FRET, 1536-well | inhibition of corepressor binding, % at 4.78 µM | 320,000 compounds, 0.12% hits | AID 2300;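 active means percent inhibition above the cutoff of mean plus 3 SD of all tested compounds, set per screening campaign, cut at about 20% in these data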;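 further: 0% = DMSO wells and 100% = biotin wells as full block of FRET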
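Material: NR2E3–RetCOR corepressor complex / Amount: 1.35 nM GST-NR2E3 / Medium: Tris pH 7.5 / Compound: single nominal compound dose of 4.8 µM / Incubation: 5 h at 4 °C / Technique: TR-FRET, Eu(K)-anti-GST donor, streptavidin-D2 acceptor, ex 340, em 617/671 nm / Read-out basis: percent loss of FRET ratio relative to control wells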
C8 TRAIL sens – caspase-8 TRAIL sensitization; NB7+C8 cells + TRAIL, ATPlite viability luminescence; inhibition (viability loss, TRAIL sensitization), % at 10 µM; 360,000 compounds, 1% hits;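 active means compounds causing at least 50% loss of cell viability in the single-dose screen, relative to plate controls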
* hit, by the source's call; nt = no result given. The list is partial; rates above refer to the full screens.

1: COC(=O)c1ccccc1S(=O)(=O)NNC(=O)C12CC3CC(CC(C3)C1)C2
2: COc1cc2cc(CCCOC(=O)c3ccc(Br)cc3)oc(=O)c2cc1OC
3: O=[N+]([O-])c1cccc(-c2ccc(C(=S)N3CCOCC3)o2)c1
4: O=C1NCCCC1C(=O)N1CCCCC1 (stereo not given)
5: Cc1cc(C)c2c(n1)nn1c(-n3ccnc3)cc(C)nc21
6: Cc1ccc(Nc2nc(N)nc(CN3CCN(Cc4ccccc4)CC3)n2)cc1Cl
7: CCOC(=O)N1CCN(S(=O)(=O)c2ccc(C(=O)N(CCN(C)C)c3nc4ccc(CC)cc4s3)cc2)CC1
8: Nc1nc(C2CC(=O)OC23CCCCC3)cs1 (stereo not given)
9: C[C@]12CCC[C@H](O1)c1c(cc3c(c1O)C(=O)c1c(O)cc(O)cc1C3=O)O2
10: FC(F)(F)c1ccc(-n2cnc3ccccc32)nc1
Screen / compound no. | 1 | 2 | 3 | 4 | 5 | 6 | 7 | 8 | 9 | 10
CF NFkB inh | 40 | -13 | 9 | 6 | -21 | 27 | 15 | 2 | -7 | 5
C8 TRAIL sens | -11 | -3 | 37 | 0 | 3 | 12 | 22 | -5 | -1 | -10
MITF TRPM1 inh | 6 | -2 | -28 | -7 | 2 | -57 | -19 | 12 | -13 | -19
NR2E3 ag-1 | 25 | -24 | -121 | -16 | -9 | 5 | 7 | 5 | -8 | -10
NR2E3 ag-2 | nt | 0 | -1 | -3 | nt | 2 | 1 | -2 | 0 | -1
TROY NFkB inh | -14 | -8 | -43 | -19 | -4 | 19 | -35 | -1 | 4 | -13
TWEAK Fn14 block | -7 | -2 | -7 | 17 | 12 | -3 | -7 | -4 | -4 | 2
KKLEB tox | -10 | 3 | -4 | -2 | -8 | -11 | -4 | -2 | 3 | 4
HIF-2a block | 7 | 6 | -233 | 12 | 7 | 0 | -53 | 14 | -200 | -126
Peg3 promoter | 6 | -2 | -241 | 4 | 6 | 19 | -116 | -75 | -135 | -59
Shn3 inh set2 | -15 | -1 | -67 | 7 | 4 | 1 | -14 | -36 | 46 | -30

11: O=C1CN(C(=O)c2ccc(Br)o2)C(c2ccccc2)c2cc(Cl)ccc2N1 (stereo not given)
12: N#CCCN(C(=O)COC(=O)C12CC3CC(CC(O)(C3)C1)C2)c1ccc(F)cc1
13: COc1cc(CNCCSc2nnnn2C)cc(Br)c1OCc1ccc(F)cc1
14: N#C/C(=C\c1ccc(O)c(O)c1)S(=O)(=O)c1ccccc1
15: Clc1ccc2oc3c(Cl)ncnc3c2c1
16: CCN(CC)c1nc2c(c(=O)[nH]c(=O)n2C)n1CCOc1ccccc1
17: O=C(NCc1nnc(SCC(=O)N2CCN(c3ccccc3)CC2)o1)c1ccco1
18: Cc1cc(C(=O)CS(=O)(=O)c2ccc(Cl)cc2)cc(C)c1O
19: Cc1ccccc1C(=O)OC(C)CN1CCN(C)CC1 (stereo not given)
20: Cc1ccc(S(=O)(=O)N2CCN(c3nc4ccccc4nc3-n3nc(C)cc3C)CC2)cc1
Screen / compound no. | 11 | 12 | 13 | 14 | 15 | 16 | 17 | 18 | 19 | 20
CF NFkB inh | -17 | 8 | 2 | 8 | 20 | 19 | 6 | 6 | 13 | 13
C8 TRAIL sens | 14 | -9 | 8 | 19 | 0 | 4 | -8 | -3 | 8 | 1
MITF TRPM1 inh | 20 | 3 | -6 | -2 | 77* | 4 | 6 | -8 | 16 | 14
NR2E3 ag-1 | -22 | 3 | 2 | -31 | -9 | 7 | -12 | -13 | -30 | -19
NR2E3 ag-2 | -2 | 4 | -2 | -2 | 0 | 3 | 0 | 0 | -1 | 1
TROY NFkB inh | 7 | 10 | 7 | 8 | -4 | 13 | -1 | -21 | 2 | 13
TWEAK Fn14 block | 15 | -1 | -8 | 1 | -17 | -33 | 8 | -11 | 9 | 5
KKLEB tox | -22 | -9 | -5 | -11 | -15 | -11 | 3 | -2 | 2 | -14
HIF-2a block | 33 | 8 | 5 | 11 | 18 | 19 | 10 | 1 | 2 | 9
Peg3 promoter | 32 | 0 | 24 | -7 | 84* | 23 | -4 | -9 | -6 | 29
Shn3 inh set2 | 29 | 10 | 15 | -51 | -14 | 23 | 0 | 15 | -7 | 6

The closing 3 entries of the part before are carried over, then new ones follow:
18: Cc1cc(C(=O)CS(=O)(=O)c2ccc(Cl)cc2)cc(C)c1O
19: Cc1ccccc1C(=O)OC(C)CN1CCN(C)CC1 (stereo not given)
20: Cc1ccc(S(=O)(=O)N2CCN(c3nc4ccccc4nc3-n3nc(C)cc3C)CC2)cc1
21: CCc1cccc(CC)c1NC(=O)C1CSC2(C)CCC(=O)N12 (stereo not given)
22: Cc1ccc(SCC(=O)NCc2ccco2)cc1
23: CCOC(=O)c1ccc2cccc(C)n2c1=O
24: COC(=O)c1ccccc1NC(=O)CSc1nnnn1C
25: CCOC(=O)C1=C(C)N(C[C@@H]2CC[C@@H](Cc3ccc4cc(OC)ccc4c3)O2)C(=O)NC1c1ccc(OC)cc1 (stereo not given in full)
26: CC1(Cc2cccc(C#N)c2)C(=O)Nc2ccc(-c3cccc(C(F)(F)F)c3)cc21 (stereo not given)
27: COc1ccc(C(=O)NCc2nnc(SCC(=O)Nc3cccc(F)c3)o2)cc1
28: CN(C)CCCCCN(C)Cc1cc2ccccc2o1
29: CCCCCC(=O)Nc1cccc(C2=NOC3(C2)C[C@@H](C(N)=O)N(C(=O)Cc2ccc([N+](=O)[O-])cc2)C3)c1 (stereo not given in full)
30: CC1(C(=O)NS(=O)(=O)c2ccccc2Cl)CCN1C(=O)C1CCCCC1 (stereo not given)
Screen / compound no. | 18 | 19 | 20 | 21 | 22 | 23 | 24 | 25 | 26 | 27 | 28 | 29 | 30
CF NFkB inh | 6 | 13 | 13 | -16 | -5 | -1 | -5 | 7 | 25 | 9 | 10 | -22 | 22
C8 TRAIL sens | -3 | 8 | 1 | -9 | -5 | 3 | 17 | -6 | 8 | 4 | -3 | 6 | -9
MITF TRPM1 inh | -8 | 16 | 14 | -9 | -1 | -30 | -11 | 15 | nt | 2 | -16 | -7 | nt
NR2E3 ag-1 | -13 | -30 | -19 | -34 | -6 | -19 | -5 | -13 | -6 | -6 | 0 | -4 | -57
NR2E3 ag-2 | 0 | -1 | 1 | -1 | 3 | 1 | 2 | nt | nt | 3 | -1 | -2 | nt
TROY NFkB inh | -21 | 2 | 13 | -6 | -12 | -5 | -16 | 10 | 11 | -2 | -3 | 3 | -13
TWEAK Fn14 block | -11 | 9 | 5 | 3 | -7 | 6 | -5 | 21 | 15 | -8 | 5 | -8 | 5
KKLEB tox | -2 | 2 | -14 | 0 | 7 | 4 | -4 | 3 | -17 | -6 | -5 | -1 | -9
HIF-2a block | 1 | 2 | 9 | -11 | -60 | -35 | 12 | 7 | 9 | 3 | 14 | 7 | 12
Peg3 promoter | -9 | -6 | 29 | 11 | -25 | -36 | 5 | 3 | 37 | 4 | 24 | 1 | 13
Shn3 inh set2 | 15 | -7 | 6 | -1 | -10 | -5 | 9 | 3 | -10 | -1 | 6 | 9 | -7

From no. 25 as far as 27, copied from above:
25: CCOC(=O)C1=C(C)N(C[C@@H]2CC[C@@H](Cc3ccc4cc(OC)ccc4c3)O2)C(=O)NC1c1ccc(OC)cc1 (stereo not given in full)
26: CC1(Cc2cccc(C#N)c2)C(=O)Nc2ccc(-c3cccc(C(F)(F)F)c3)cc21 (stereo not given)
27: COc1ccc(C(=O)NCc2nnc(SCC(=O)Nc3cccc(F)c3)o2)cc1
Screen / compound no. | 25 | 26 | 27
CF NFkB inh | 7 | 25 | 9
C8 TRAIL sens | -6 | 8 | 4
MITF TRPM1 inh | 15 | nt | 2
NR2E3 ag-1 | -13 | -6 | -6
NR2E3 ag-2 | nt | nt | 3
TROY NFkB inh | 10 | 11 | -2
TWEAK Fn14 block | 21 | 15 | -8
KKLEB tox | 3 | -17 | -6
HIF-2a block | 7 | 9 | 3
Peg3 promoter | 3 | 37 | 4
Shn3 inh set2 | 3 | -10 | -1

Next part
31: CC(=O)N1CCN(C(=O)c2cc(S(=O)(=O)N3CCCCC3)ccc2Cl)CC1
32: Cc1ccc(C(=O)NC(Cc2cccc(C(F)(F)F)c2)C(=O)O)cc1 (stereo not given)
33: O=C(Cc1c[nH]c2ccccc12)N[C@@H](Cc1c[nH]c2ccccc12)C(=O)O
34: CCOc1ccc(Nc2nc(Nc3ccc(O)cc3)nc(C)c2[N+](=O)[O-])cc1
35: CCCCN(C)C(=O)c1sc(=O)n(Cc2ccccc2F)c1C
36: Cc1cc(Cl)ccc1OCC(=O)Nc1cccnc1
37: CCC(CC)c1nnc(NC(=O)CCc2ccccc2)s1
38: CCCCNC(=O)CSc1nc(N)c(C(=O)Nc2ccc(OC)cc2)s1
39: COc1ccccc1OCc1nc(C#N)c(NCCCn2ccnc2)o1
40: CCCCCCNc1c(C(=O)OCC)c(=O)[nH]c2ccccc12
Screen / compound no. | 31 | 32 | 33 | 34 | 35 | 36 | 37 | 38 | 39 | 40
CF NFkB inh | 4 | -3 | -8 | -2 | -20 | -11 | 10 | 3 | -4 | 7
C8 TRAIL sens | -1 | 8 | -6 | -5 | 5 | 9 | -20 | 5 | -9 | 6
MITF TRPM1 inh | -2 | -8 | -4 | 16 | nt | -75 | -11 | -14 | 12 | 1
NR2E3 ag-1 | -1 | 22 | 2 | -3 | -6 | 17 | -20 | -15 | -13 | 20
NR2E3 ag-2 | -1 | nt | 3 | 1 | nt | 0 | 0 | -2 | -3 | 3
TROY NFkB inh | 3 | -4 | 12 | 3 | 4 | -31 | -4 | -46 | -1 | 14
TWEAK Fn14 block | -6 | -17 | 11 | 19 | -16 | -5 | 5 | -12 | 12 | 24
KKLEB tox | 10 | 3 | 2 | -13 | 3 | 3 | -3 | -8 | -13 | 4
HIF-2a block | 8 | -6 | 9 | 8 | -15 | -200 | -5 | -135 | 3 | 20
Peg3 promoter | -17 | -16 | -7 | 17 | -1 | -357 | -15 | -66 | -2 | 27
Shn3 inh set2 | 0 | -12 | -9 | 27 | -3 | -72 | 2 | -19 | -10 | nt

41: CC(NC(=O)COC(=O)/C(=C/c1cccs1)c1cccs1)c1ccccc1 (stereo not given)
42: O=C(NNC(=O)c1cccs1)c1ccc(F)cc1
43: CCOC(=O)C1(C)CCCCCN1C(=O)c1ccc(C(=O)OC)cc1 (stereo not given)
44: COc1cccc(/C=N/NC(=O)CSc2cccc3cccnc23)c1
45: CC(C)CCn1c(=O)c2ccccc2n2c(CCC(=O)NC3CCN(Cc4ccccc4)CC3)nnc12
Screen / compound no. | 41 | 42 | 43 | 44 | 45
CF NFkB inh | 17 | -13 | -27 | 21 | -20
C8 TRAIL sens | -2 | 9 | 0 | 6 | -2
MITF TRPM1 inh | 8 | -32 | nt | 31 | 3
NR2E3 ag-1 | -10 | -16 | -6 | 4 | -27
NR2E3 ag-2 | 1 | 0 | nt | 0 | -1
TROY NFkB inh | 39 | -31 | 7 | -32 | 8
TWEAK Fn14 block | 50* | 18 | 11 | -31 | 9
KKLEB tox | 8 | 12 | -12 | 2 | 4
HIF-2a block | 22 | -66 | 3 | -2 | 11
Peg3 promoter | 35 | -35 | 0 | 9 | -4
Shn3 inh set2 | 26 | -16 | -16 | 3 | 13
